ROC1-CUL1 inh – inhibitors of human ROC1-CUL1 ubiquitin ligase activity; P62877+Q13616; in vitro K48 di-Ub FRET, acceptor:donor ratio, 45 min; inhibition, % at 10 µM; actives 0.6% (n = 140,000); AID 1347404; in the data active means inhibition above about 25%
Target sequence (P62877 whole entry, looked up): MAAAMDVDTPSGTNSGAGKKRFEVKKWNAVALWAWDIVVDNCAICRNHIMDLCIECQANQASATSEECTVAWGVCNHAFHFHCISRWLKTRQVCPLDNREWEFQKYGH
Target sequence (Q13616 whole entry, looked up): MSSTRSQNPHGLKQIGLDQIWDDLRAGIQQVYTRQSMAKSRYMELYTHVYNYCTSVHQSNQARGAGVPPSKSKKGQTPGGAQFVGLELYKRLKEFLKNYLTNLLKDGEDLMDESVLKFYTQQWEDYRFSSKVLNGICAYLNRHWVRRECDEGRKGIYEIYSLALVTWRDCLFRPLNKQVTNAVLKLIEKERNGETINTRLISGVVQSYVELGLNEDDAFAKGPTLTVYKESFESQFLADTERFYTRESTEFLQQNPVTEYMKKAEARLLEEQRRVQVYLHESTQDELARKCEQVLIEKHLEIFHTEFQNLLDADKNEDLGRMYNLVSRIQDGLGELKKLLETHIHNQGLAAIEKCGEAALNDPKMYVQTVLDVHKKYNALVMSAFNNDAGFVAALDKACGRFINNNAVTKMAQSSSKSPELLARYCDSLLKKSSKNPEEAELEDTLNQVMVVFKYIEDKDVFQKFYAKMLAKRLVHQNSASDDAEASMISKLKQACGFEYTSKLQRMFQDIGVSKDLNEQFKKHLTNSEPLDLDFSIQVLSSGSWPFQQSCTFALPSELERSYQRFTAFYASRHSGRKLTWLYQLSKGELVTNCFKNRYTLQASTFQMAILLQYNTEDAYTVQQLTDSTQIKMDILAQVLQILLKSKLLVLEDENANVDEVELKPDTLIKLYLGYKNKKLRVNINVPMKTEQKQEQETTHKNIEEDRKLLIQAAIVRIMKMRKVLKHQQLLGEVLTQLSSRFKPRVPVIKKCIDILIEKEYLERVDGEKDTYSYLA
The depositor's hits bear a star. The list is partial, so the mix of outcomes need not match the whole.

SMILES	ROC1-CUL1 inh
CCOc1cc(C2NC(=S)N=C(C)C2C(=O)OC)cc(Br)c1O (configuration not stated)	8
Cc1ccc(NC(=S)NN(C)c2nc(C)cnc2C)cc1	4
CCSc1nnc(NC(=O)c2ccc(Br)o2)s1	16
CC1(C)Cc2c(sc3c2C(=O)N(c2ccccc2)C2=NCCCN23)CO1	0
CCOC(=O)CN(C)C(=O)c1ccc(OC2CCN(S(C)(=O)=O)CC2)c(Cl)c1	8
CCn1c(=O)cc(OCC(=O)NCc2ccccc2OC)c2ccccc21	-7
COc1cccc(-c2ncnn2-c2sc3c(c2C#N)CCCCC3)c1OC	12
O=C(CCC(=O)N1Cc2ccccc2Oc2ncccc21)NCc1cccc(Cl)c1	-5
CC(c1cc(Br)ccc1Sc1ccccc1)N1CCN(C)CC1 (configuration not stated)	4
COc1ccc(CC2(CCC(=O)NCc3ccc(C(F)(F)F)cc3)CCC(=O)N2)cc1 (configuration not stated)	6
COCc1cc(C)nc(SCC(=O)Nc2cc(Br)cc3cccnc23)c1C#N	-7
CCN1CCN(CC(=O)NCc2cccnc2Oc2ccc(F)cc2F)CC1	6
CCCCOC(=O)n1c(SCC(=O)N(CC)CC)nc2ccccc21	4
O=C(NC(=O)c1cn(CCNCCO)c(=O)[nH]c1=O)OCc1ccccc1	16
CN(C)CCNC(=O)c1ccc(OC2CCN(C3CCOCC3)CC2)c(Cl)c1	0
CCCCOc1ccc(-c2nnc(-c3ccccc3Cl)s2)cc1	-11
Cc1cc(/C=C(\C#N)C(=O)N2CCN(c3ccccc3)CC2)c(C)n1-c1ccc(N2CCCCC2)c([N+](=O)[O-])c1	2
O=C(CCC1CCCN(C(=O)c2cc3ccccc3oc2=O)C1)N1CCOCC1 (configuration not stated)	-1
Cc1ccc(C2(c3ccc(C)cc3)SC3(SC(C(=O)c4ccccc4)=NN3c3ccccc3)c3ccccc32)cc1 (configuration not stated)	2
CCOc1ccc(CNCc2c(C(=O)O)c(C)n(Cc3c(F)cccc3Cl)c2C)cc1OC	-8
CCOCC(=O)Nc1ccc(C(=O)OCC)cc1	-6
Cc1ccc(C(=O)C2C(=N)N(c3ccccc3Cl)C3=C(C(=O)CCC3)C2c2ccc3c(c2)OCO3)cc1 (configuration not stated)	-6
Cc1ccc(CNC(=O)c2nnn(-c3ccc(C)c(C)c3)c2C)cc1	7
CCn1cc2nc(SCc3cccc(C(F)(F)F)c3)n(Cc3ccc(C)cc3)c(=O)c2n1	1
Cc1ccc(CNC(=O)c2ccc(N3Cc4ccccc4Oc4ncccc43)s2)cc1	-3
CCCc1noc(CN2CCN(Cc3cccc(F)c3)CC2)n1	4
Cc1cc(C)cc(-n2nnc(-c3nc(-c4ccccc4F)no3)c2C)c1	10
CCOC(=O)c1ccc(NC(=O)C2=C(C)C(=O)OC23CCN(C(C)=O)CC3)cc1	-4
CN1C(=O)/C(=C\c2cc(Br)ccc2O)N=C1SCC(=O)NCc1ccco1	14
CC(=O)Nc1ccc(C(=O)CSc2nnc3ccc4ccccc4n23)cc1	-4
Cc1ccc(C(=O)COC(=O)C2CCCCC2C(=O)OCC(=O)c2ccc(C)c(C)c2)cc1C (configuration not stated)	-6
c1ccc(-c2cc3ncc4c(n3n2)-c2ccccc2OC4)cc1	-4
COCCOC1CCN(Cc2nc(-c3cccs3)oc2C)CC1	4
COCCc1nn2c(=O)cc(COC(=O)c3cccs3)nc2s1	-2
COc1ccc(C)cc1NC(=O)CN1CCN(S(=O)(=O)c2ccc(Br)cc2)CC1	2
CC1(C)Cc2nc(C(C)(C)C)ncc2C(NC(=O)CCCN2CCCC2=O)C1 (configuration not stated)	7
COc1cccc(-c2nc(CSCC(=O)NCCc3ccc(Cl)cc3)c(C)o2)c1	-12
O=C(COc1ccccc1-c1nnc(-c2ccccc2)o1)Nc1ccc(Br)cc1F	0
O=C(O)COc1c(Br)cc(CC2=NC(=O)N(Cc3ccccc3)C2=O)cc1Br	-3
CSC(N)=NC(c1ccccc1)c1ccc(Br)cc1 (configuration not stated)	2
COc1ccc2c(c1)CCc1cnc(-n3ncc(C(=O)NCC(C)(C)N4CCOCC4)c3C)nc1-2	-3
Cc1c(C(=O)OC(C)C)sc(NC(=O)C(F)(F)F)c1C(=O)OC(C)C	3
CCC(C)C(=O)Nc1ccc(C)cc1C (configuration not stated)	-4
CCCOC(=O)c1c(NC(=S)NC(=O)c2cc(-c3cccc(OC(C)C)c3)nc3ccccc23)sc2c1CCC(C)C2 (configuration not stated)	8
Cc1[nH]c2ccccc2c1C(Nc1ccc(F)cc1)c1ccncc1 (configuration not stated)	7
CCc1cc(C#N)c(NC(C)=O)s1	1
CCN1CCN(S(=O)(=O)c2ccc(F)c(Cl)c2)CC1	3
O=C(Nc1cccc(-c2nc3ccccc3o2)c1)c1ccc(-c2ccc(Br)cc2)o1	2
CCNC(=O)N1CCc2c(cnc(C)c2-c2noc(Cc3c(C)noc3C)n2)C1	14
CCOC(=O)C1=C2Oc3ccc(Cl)cc3N2C(=O)C(=NC(=O)c2ccc(C)cc2)C1	1
Cc1ccc(NC(=O)c2cc(C)nc3c2c(C)nn3-c2cccc(Cl)c2C)c(C)c1	-1
COC(=O)/C(=C1/C(=O)N(c2ccccc2)N=C1C)C(F)(F)F	39*
Nc1nnc(CCCn2c(=O)oc3ccccc32)s1	-3
CC(=O)OC1(C)CC2C1(Br)c1ccccc1S2(=O)=O (configuration not stated)	6
Cc1ccc(Sc2ccc(N3CCCC(C(=O)Nc4ccc(Cl)cc4)C3)nn2)cc1 (configuration not stated)	-4
Cc1sc2nc(SCC(=O)NCCOCCO)nc(N)c2c1C	4
COc1ccc(OC)c(N2C(=O)CC(N3CCN(Cc4ccccc4)CC3)C2=O)c1 (configuration not stated)	7
NCc1cc(NCc2nc(Cc3ccccc3)no2)ncn1	9
CCOC(=O)c1ccc(N=C2SC(=NC(=S)N(C)C)N(c3ccc([N+](=O)[O-])cc3)C2=Nc2ccc(C(=O)OCC)cc2)cc1	5
O=C(NCc1ccon1)c1ccc(OC2CCN(C(=O)C3CC3)CC2)cc1	0
(further entries)
SMILES	ROC1-CUL1 inh
O=C(CN1CCCC1)Nc1c2c(cc3c1CCC3)CCC2	-3
CC(C)(C)c1ccccc1OCC(=O)Nc1ccc(S(=O)(=O)Nc2ccccn2)cc1	-9
COc1ccc(-c2noc(N(c3ccc(F)c(Cl)c3)c3nc(-c4ccc(OC)c(OC)c4)no3)n2)cc1OC	4
O=C(CCNc1ncnc2nc[nH]c12)Oc1ccc(Cl)cc1	4
O=c1cc(-c2ccccc2)c2cc(Cl)c(O)c(CN3CCCC3)c2o1	3
CCC(=O)N1CCc2cc(Br)cc(S(=O)(=O)CCC(=O)Nc3cccc(Cl)c3)c21	-12
CCOc1ccc(CCNC(=O)c2ccc3c(c2)c(C)c(C)n3Cc2ccccc2)cc1OCC	0
Cc1cccc(NC(=O)c2c(NC(=O)C(F)(F)F)sc3c2CCCCC3)c1	2
COC(=O)c1ccc2c(c1)sc(=NC(=O)c1ccc(S(=O)(=O)N3CCCCC3)cc1)n2C	0
O=C1CC(c2ccccc2)CC2=Nc3ccccc3N(C(=O)c3ccccc3)C(c3ccccc3OCc3ccccc3)C12 (configuration not stated)	-4
COc1ccc2c(c1)c(N1CCCC1=O)c(C(=O)Nc1cc(C)c(Cl)cc1OC)n2C	-5
O=C(N/N=C\c1ccc(-c2ccccc2[N+](=O)[O-])o1)c1cc2c(ccc3ccccc32)o1	0

Some of the entries so far, as a markdown table:
| Compound | ROC1-CUL1 inh |
| --- | --- |
| Nc1nnc(CCCn2c(=O)oc3ccccc32)s1 | -3 |
| CC(=O)OC1(C)CC2C1(Br)c1ccccc1S2(=O)=O (configuration not stated) | 6 |
| Cc1ccc(Sc2ccc(N3CCCC(C(=O)Nc4ccc(Cl)cc4)C3)nn2)cc1 (configuration not stated) | -4 |
| Cc1sc2nc(SCC(=O)NCCOCCO)nc(N)c2c1C | 4 |
| COc1ccc(OC)c(N2C(=O)CC(N3CCN(Cc4ccccc4)CC3)C2=O)c1 (configuration not stated) | 7 |
| NCc1cc(NCc2nc(Cc3ccccc3)no2)ncn1 | 9 |
| CCOC(=O)c1ccc(N=C2SC(=NC(=S)N(C)C)N(c3ccc([N+](=O)[O-])cc3)C2=Nc2ccc(C(=O)OCC)cc2)cc1 | 5 |
| O=C(NCc1ccon1)c1ccc(OC2CCN(C(=O)C3CC3)CC2)cc1 | 0 |
| O=C(CN1CCCC1)Nc1c2c(cc3c1CCC3)CCC2 | -3 |
| CC(C)(C)c1ccccc1OCC(=O)Nc1ccc(S(=O)(=O)Nc2ccccn2)cc1 | -9 |
| COc1ccc(-c2noc(N(c3ccc(F)c(Cl)c3)c3nc(-c4ccc(OC)c(OC)c4)no3)n2)cc1OC | 4 |
| O=C(CCNc1ncnc2nc[nH]c12)Oc1ccc(Cl)cc1 | 4 |
| O=c1cc(-c2ccccc2)c2cc(Cl)c(O)c(CN3CCCC3)c2o1 | 3 |
| CCC(=O)N1CCc2cc(Br)cc(S(=O)(=O)CCC(=O)Nc3cccc(Cl)c3)c21 | -12 |
| CCOc1ccc(CCNC(=O)c2ccc3c(c2)c(C)c(C)n3Cc2ccccc2)cc1OCC | 0 |
| Cc1cccc(NC(=O)c2c(NC(=O)C(F)(F)F)sc3c2CCCCC3)c1 | 2 |
| COC(=O)c1ccc2c(c1)sc(=NC(=O)c1ccc(S(=O)(=O)N3CCCCC3)cc1)n2C | 0 |
| O=C1CC(c2ccccc2)CC2=Nc3ccccc3N(C(=O)c3ccccc3)C(c3ccccc3OCc3ccccc3)C12 (configuration not stated) | -4 |
| COc1ccc2c(c1)c(N1CCCC1=O)c(C(=O)Nc1cc(C)c(Cl)cc1OC)n2C | -5 |
| O=C(N/N=C\c1ccc(-c2ccccc2[N+](=O)[O-])o1)c1cc2c(ccc3ccccc32)o1 | 0 |

Further compounds follow:
SMILES	ROC1-CUL1 inh
O=c1c(=O)c2c(F)cccc12	12
O=C(CCCOc1ccc(Cl)cc1Cl)N1CCN(c2ncccn2)CC1	-1
COc1cc(=O)n2c(c1C(=O)N(C)Cc1nccs1)CCN(CCC(C)c1ccc(C)o1)CC2 (configuration not stated)	-2
Cc1ccc(NC(=O)NC2Cc3ccccc3C2)cc1	7
COc1ccc(N2C(=O)/C(=C/c3cc(C)n(-c4cc(C(=O)O)ccc4C)c3C)C(=O)NC2=S)c(OC)c1	7
CC(CCn1cccn1)Nc1nncc(-c2cccc(F)c2)n1 (configuration not stated)	-9
Cc1cc(=O)oc2cc(OCC(=O)Nc3c(C(C)C)cccc3C(C)C)ccc12	11
CO[C@H]1[C@H](NC(=O)CSC)c2ccccc2C12CCN(Cc1ccc(OCCO)cc1)CC2	2
CCOc1ccc(N(C(=O)Cn2nnc3ccccc32)C(C(=O)NCc2ccccc2)c2ccc(OC)cc2)cc1 (configuration not stated)	4
CCOC(=O)Cn1c(=O)n(CC2CCCO2)c2nc(-c3cc(OC)ccc3OC)nc(C(N)=O)c21 (configuration not stated)	4
CCCN1C(=O)/C(=C/c2ccco2)SC1=Nc1ccc(OCC)cc1	-1
Oc1cccc2ccc(/C=C/c3cc4c(cc3Br)OCO4)nc12	-1
Cc1ccc(Cn2c(CNC(=O)COc3ccccc3)nc3ccccc32)cc1	14
O=[N+]([O-])c1ccc(NNc2ccnc3cc(Cl)ccc23)cc1	6
CCN(CC)C(=O)Cn1cc(SCC(=O)Nc2ccc(C)cc2)c2ccccc21	9
O=C(CCC1CCCC1)Nc1cccc2cccnc12	-4
Cc1nc2nncn2c(Nc2ccc(F)cc2)c1C	-10
Cc1ccc(C(=O)NC2CCCC2)cc1NS(C)(=O)=O	1
CCOC(=O)c1cc(C(C)c2ccccc2)sc1NC(=O)c1cc(Br)c(Br)s1 (configuration not stated)	-3
CC(C)(C)C1CCc2nc(NC(=O)Cc3ccc(Cl)cc3)sc2C1 (configuration not stated)	-5
Cc1nn(C)c2c1c(-c1ccccc1)cc(=O)n2CC(=O)NC(C)C	5
Cc1ncc2c(c1-c1noc(CCCc3ccc(F)cc3)n1)CCNC2	0
CCOC(=O)c1c(N2C(=N)C(C#N)C(c3cccc([N+](=O)[O-])c3)C3=C2CC(C)(C)CC3=O)sc2c1CCCC2 (configuration not stated)	-14
Cc1nc(NC(=O)NC(CC(C)C)c2ncnn2C)nn1C (configuration not stated)	4
COc1ccc(C(=O)/C=C/N2CCN(c3cccc(C(F)(F)F)c3)CC2)cc1	13
CC(=O)Nc1ccc(NC(=O)c2cc(-c3ccc4c(c3)OCCO4)on2)cc1	2
CCOC(=O)c1cc2c(=O)n3ccccc3nc2n(CC2CCCO2)c1=NC(=O)c1ccccc1F (configuration not stated)	-8
Cc1c(Cl)cccc1NC(=O)Cn1c(=O)nc(-c2ccccc2)c2ccccc21	6
CCCC(=O)NC(=S)Nc1cc(-c2nc3ccccc3s2)ccc1Cl	-1
CC1(C)CC(=O)CC(=NCC2c3ccccc3CCN2C(=S)NC2CCCC2)C1 (configuration not stated)	10
CCOC(=O)c1c(NC(=O)CSc2nc(=O)[nH]c3nc[nH]c23)sc2c1CCC2	3
COc1ccc(C(=O)N2CCN(c3cccc(C(F)(F)F)c3)CC2)cc1C	13
Cc1ccc(S(=O)(=O)n2nc(-c3ccc(Cl)cc3)nc2N)cc1	-5
Fc1ccc(-c2ccc(CNCCSc3nnnn3-c3ccccc3)o2)cc1	0
COc1cccc(-c2nc(SCC3=Nc4c(ccc(C)c4C)C(=O)C3)n[nH]2)c1	0
CCc1ccc(CNC(=O)C2CCCN(S(=O)(=O)c3ccc4c(ccn4C)c3)C2)cc1 (configuration not stated)	-4
Cc1oc(-c2ccccc2NC(=O)c2ccccc2)nc1CNC(=O)Cc1nc(-c2ccccc2)n[nH]1	8
Cc1cc(C(=O)O)cc(C)c1N(C)C	0
Cn1ccnc1Sc1ccc(/C=N/NC(=O)Cc2cccc3ccccc23)cc1[N+](=O)[O-]	1
Cc1cc2c(cc1C)CSC(c1ccccc1OC(=O)C(C)C)SC2	-6
Cc1ccc(-n2nc3ccc(NC(=O)c4cc([N+](=O)[O-])cc([N+](=O)[O-])c4)cc3n2)cc1C	3
CCOC(=O)c1ccc(NC(=O)CN2Cc3ccccc3C2=O)cc1	1
CCN1CCN(C(=O)CCC2CCN(C(=O)c3ccc(OC)c(F)c3)CC2)CC1	0
CCOc1cccc(CNc2ccc(O)cc2)c1OCc1ccccc1	97*
Clc1ccc(-c2csc(-n3ncc4c3CCCC4)n2)cc1	9
Cn1cccc(Br)c1=S	0
